Furin inh: human furin inhibition; inhibition, % at 30 µM; P09958; purified furin, fluorogenic substrate cleavage; actives 0.061% (n = 220,000); in the data active = inhibition above about 25%; note: inactives centre near -15
Target sequence (P09958 108-714 limits assumed): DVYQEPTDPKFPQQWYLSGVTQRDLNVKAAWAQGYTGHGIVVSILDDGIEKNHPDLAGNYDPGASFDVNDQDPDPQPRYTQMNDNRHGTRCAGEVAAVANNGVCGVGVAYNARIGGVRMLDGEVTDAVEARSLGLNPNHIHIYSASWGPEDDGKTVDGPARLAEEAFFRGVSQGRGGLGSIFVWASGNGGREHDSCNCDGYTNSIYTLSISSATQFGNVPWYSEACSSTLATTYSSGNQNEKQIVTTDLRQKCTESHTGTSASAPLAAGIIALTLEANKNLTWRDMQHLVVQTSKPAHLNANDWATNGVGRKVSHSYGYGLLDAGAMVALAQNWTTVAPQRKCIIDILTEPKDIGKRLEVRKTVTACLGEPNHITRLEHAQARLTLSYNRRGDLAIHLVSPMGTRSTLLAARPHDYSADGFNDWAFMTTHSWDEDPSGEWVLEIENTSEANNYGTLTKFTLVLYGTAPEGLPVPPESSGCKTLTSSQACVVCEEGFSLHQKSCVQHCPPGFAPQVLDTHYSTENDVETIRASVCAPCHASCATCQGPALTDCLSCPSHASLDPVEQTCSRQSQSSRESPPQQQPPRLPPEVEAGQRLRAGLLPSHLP
EBV gp42 inh: EBV gp42 inhibition; Q1HVG2; Fluorescence polarization binding assay, mP read-out; inhibition, % (tested at 21.74 µM); actives 0.42% (n = 220,000); in the data active = inhibition above about 50%
Target sequence (Q1HVG2 whole entry, looked up): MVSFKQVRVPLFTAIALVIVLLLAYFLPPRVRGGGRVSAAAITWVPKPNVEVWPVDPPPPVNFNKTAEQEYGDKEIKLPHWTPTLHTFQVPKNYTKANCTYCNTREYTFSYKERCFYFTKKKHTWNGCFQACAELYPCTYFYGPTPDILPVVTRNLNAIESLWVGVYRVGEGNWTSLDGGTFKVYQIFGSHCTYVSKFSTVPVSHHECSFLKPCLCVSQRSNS
TbHK1 inh: blocks Trypanosoma brucei hexokinase 1 activity; recombinant TbHK1, G6PDH-coupled NADH A340; inhibition, % at 10 µM; actives 0.11% (n = 220,000);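 active = inhibition of 50% or more in the single-dose primary screen; inactive = inhibition below 50%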
thrombin 1536: thrombin (human) inhibition; P00734; alpha-thrombin, Boc-VPR-AMC fluorogenic substrate cleavage; inhibition, % at 5 µM; actives 0.26% (n = 220,000); AID 1046;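 active = inhibition at or above 40%; inactive = inhibition below 40%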;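 note: 0% = enzyme with no compound and 100% = wells without enzyme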
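System: human alpha-thrombin protein; Compound dosing: one concentration per compound, 5 µM, with 0.2% DMSO; Timing: reaction at room temperature; Technique: AMC fluorescence, 355/460 nm; Controls: enzyme without compound as high, wells lacking enzyme as low.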
Calpain2 inh: calpain II (pig) inhibition. AID 1236. actives 0.37% (n = 220,000). inhibition, % at 16 µM. purified calpain II, fluorogenic peptide substrate, 30 min;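 active = inhibition above about 50%, limit read from the data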
Cl transport mod: KCC2 (human) Cl- transport modulation; KCC2 cells, thallium flux FluoZin-2 fluorescence; B-score of Tl+ flux slope (higher = more flux/activation; lower = inhibition) at 10 µM; actives 2.2% (n = 190,000); AID 1456;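 active = thallium flux slope and its plate-corrected score both differing from the plate sample mean at a set confidence after two filtering rounds, in either direction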;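 note: slope of fluorescence scaled to starting intensity during 10 to 20 s after thallium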
PPC-1+TRAIL kill: kills PPC-1 cancer cells in the presence of TRAIL; PPC-1 cells + TRAIL, ATPLite viability luminescence; cell killing (% activity), % at 4 µM; actives 0.41% (n = 220,000);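 active = cell killing above 50% in the first pass at 4 µM, then a duplicate retest at 5 µM averaging 50% or more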;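 note: plate controls were cells with TRAIL plus DMSO for no effect and medium-only wells lacking cells for full effect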
TRPML3 agonist: human mucolipin-3 channel agonism; HEK293 TRPML3-YFP, Fluo-8 calcium fluorescence; 100% = the carbachol control signal; actives 0.29% (n = 220,000); activation, % at 3 µM;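 active = activation above its plate's cutoff, the mean activation of the plate's test wells plus 3 SD, cut at about 12% in these data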;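 note: 0% = DMSO only wells and 100% = carbachol wells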
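Material: TRPML3-YFP stable HEK293 cells | Dosing: One concentration, 3 µM nominal, 0.3% DMSO | Timing: 125 s total fluorescence read per well | Technique: Fluo-8 calcium dye fluorescence, ex 470-495, em 515-575 nm | Measure: Percent activation from peak-to-basal fluorescence ratio, scaled between DMSO and carbachol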
zfTRPN1 agonist: activates the zebrafish TRPN1 channel. HEK293 zebrafish TRPN1-YFP, Fluo-8 calcium fluorescence; 100% = response to 87 µM carbachol. activation, % at 3 µM. actives 0.18% (n = 220,000);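 active = activation above its plate's cutoff, the mean activation of test wells on that plate plus 3 SD, cut at about 19% in these data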;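 note: 0% = DMSO alone and 100% = 87 µM carbachol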
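Control set: carbachol 87 µM as high control, DMSO as low control; system: HEK293 stable line with zebrafish TRPN1-YFP; read-out: % activation versus carbachol response; detection: intracellular calcium fluorescence with Fluo-8; doses: single test compound dose, 3 µM nominal, 0.3% DMSO; schedule: dye 1 h 37 °C plus 30 min RT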
* marks the source's active call; other numbers are inactive results; i = inactive; · = not tested or not shown; [ ] = dose if it differs, or a comment.

| cpd | Compound | Furin inh | EBV gp42 inh | TbHK1 inh | thrombin 1536 | Calpain2 inh | Cl transport mod | PPC-1+TRAIL kill | TRPML3 agonist | zfTRPN1 agonist |
| --- | --- | --- | --- | --- | --- | --- | --- | --- | --- | --- |
| 1 | CCOC(=O)c1c(C)noc1CP(=O)(c1ccccc1)c1ccccc1 | -17[20 µM] | -11 | 3 | -3 | 1 | -0.8 | 32 | 1.0 | -1.7 |
| 2 | CCOC(=O)C(=O)CC(=O)c1ccc2c(c1)OCCO2 | -10 | -15 | -21 | 1 | 10 | -0.027 | 10 | 1.0 | 0.8 |
| 3 | COc1cc(OC)nc(Oc2ccccc2C(=O)Oc2ccc(C)cc2)n1 | -17[20 µM] | -1 | -4 | -3 | 23 | -1.7 | -5 | -1.3 | -1.3 |
| 4 | Cc1ccc2cc(CCNC(=O)c3ccc4c(c3)OCO4)c(=O)[nH]c2c1 | -23 | -4 | -19 | -4 | -17 | -0.18 | 15 | 0.9 | 1.7 |
| 5 | CCCS(=O)(=O)N1CCC(C(=O)NCC2CCCO2)CC1 (stereo not drawn) | -27 | -63 | -3 | -6 | 4 | -0.14 | 5 | 0.2 | 1.9 |
| 6 | CC(SCc1ccccc1)C(=O)N/N=C/c1ccc(OCC(=O)NCc2ccco2)cc1 (stereo not drawn) | -9 | -12 | -1 | -11 | -8 | -2 | 1 | 0.8 | 1.6 |
| 7 | Cc1nn(C)c(C)c1NC(=O)c1ccc(Br)o1 | -18 | 9 | 5 | -6 | 11 | 1.1 | 23 | -0.3 | 1.0 |
| 8 | O=C(NCC1CCCN(C(=O)c2cccnc2)C1)c1ccc(-c2ccccc2)cc1 (stereo not drawn) | -30 | -11 | -5 | -6 | -25 | -7.6* | 4 | 1.4 | 2.8 |
| 9 | O=S(=O)(Cc1ccccc1Cl)c1ncn[nH]1 | -12 | -6 | -14 | -9 | -12 | -0.99 | 11 | 0.6 | 1.1 |
| 10 | O=C(COC(=O)COc1ccccc1F)Nc1ccc(Cl)cn1 | -6 | -10 | -5 | -4 | -2 | 2 | -1 | 1.3 | 0.9 |
| 11 | C=C(C)C(=O)OC1(C(F)(F)F)Oc2cc(C)ccc2NC1=O (stereo not drawn) | -28[20 µM] | -6 | 1 | 4 | 1 | 0.31 | -10 | -0.8 | -1.9 |
| 12 | CC(C)CNC(=O)CN(C)S(=O)(=O)c1ccc(F)cc1 | -10 | -6 | -1 | -2 | 7 | -0.72 | 14 | -0.1 | -0.2 |
| 13 | Cc1nnc(N(C)C(=O)c2ccccn2)s1 | -2[20 µM] | 1 | 0 | -4 | -19 | 1.7 | 17 | -0.5 | -0.1 |
| 14 | Oc1c(Cl)cc(Cl)cc1C1Nc2ccccc2-n2cccc21 (stereo not drawn) | -3 | -3 | 37 | -3 | 22 | -0.48 | 14 | -0.8 | -1.4 |
| 15 | Cn1c(=O)c2c(nc(N3CCCCCC3)n2Cc2cccc3ccccc23)n(C)c1=O | -9 | -8 | -6 | -6 | 3 | -1.4 | 7 | 1.1 | -0.2 |
| 16 | Cc1cc(NC(=S)N(CCN2CCCCC2)Cc2ccco2)ccc1Cl | -23 | 9 | -5 | -8 | 17 | -0.55 | 9 | 0.8 | -1.0 |
| 17 | O=C(CCNC(=O)c1ccccc1)Nc1ccc(F)c(Cl)c1 | -28 | -19 | -1 | -2 | 14 | -0.26 | 3 | 2.9 | -0.6 |
| 18 | COCCCNC(=O)CCCC(=O)NCCCOC | -7[20 µM] | -17 | 4 | -2 | 7 | 0.21 | 13 | 0.8 | -2.1 |
| 19 | COc1ccc(/C=C(/NC(=O)c2cccs2)C(=O)NCc2ccco2)cc1OC | 5 | -2 | -21 | 3 | 4 | 0.41 | 1 | 0.5 | 1.1 |
| 20 | O=C(CSCc1ccccc1Br)N/N=C/c1ccc2c(c1)OCO2 | -13 | -1 | -9 | -14 | 4 | -0.37 | 1 | 0.4 | 1.2 |
| 21 | CCOc1ccc(-n2c(=O)c3c(C)c(C(=O)N(C)C)sc3n(CC(=O)Nc3ccccc3F)c2=O)cc1 | -1 | -17 | -5 | -11 | -18 | 0.96 | 19 | 1.5 | 0.9 |
| 22 | O=C(NNC(=O)c1ccccc1Cl)c1ccco1 | -22 | -6 | -7 | -12 | -24 | 1.3 | 26 | 0.7 | -0.7 |
| 23 | O=C(NNC1CC(=O)N(c2ccc(Br)cc2)C1=O)c1cccnc1 (stereo not drawn) | -28 | -14 | 4 | -4 | -20 | 1 | -11 | 1.1 | 0.4 |
| 24 | O=C(c1ccco1)N(Cc1cc2ccccc2[nH]c1=O)CC1CCCO1 (stereo not drawn) | -10[20 µM] | -11 | -21 | 2 | 6 | 0.95 | 31 | 0.3 | 0.9 |
| 25 | COc1cc(C)nc(Nc2nc(C)c(C(C)=O)s2)n1 | -1 | -28 | -35 | -5 | 14 | · | 6 | 0.1 | -0.4 |
| 26 | O=C(Cc1ccc(Cl)cc1)Nc1ccc(NC(=O)c2cccs2)cc1 | -27 | -13 | -10 | -13 | -59 | -0.75 | -9 | 0.8 | -1.2 |
| 27 | CCCNCC1C(Oc2ccc(Cl)cc2)C(=O)N1c1ccccc1C (stereo not drawn) | -7 | -5 | 24 | -11 | 10 | -0.43 | 7 | 0.6 | 1.8 |
| 28 | Fc1cccc(Cl)c1CNn1cn[nH]c1=S | -9 | 0 | 0 | -7 | -12 | -0.75 | -13 | 0.5 | 0.6 |
| 29 | CCN(C(=O)CSc1nncs1)c1c(N)n(Cc2ccccc2)c(=O)[nH]c1=O | -27 | -15 | 3 | -8 | -15 | 1.1 | 27 | -0.3 | 0.8 |
| 30 | O=C(NC1CCCC1)c1ccc(CN2CCOCC2)cc1 | -10[20 µM] | -2 | -2 | 4 | 6 | -0.052 | 19 | 0.8 | -0.2 |
| 31 | COc1ccc(C2C=C(c3ccc(Br)s3)Nc3ncnn32)cc1OC (stereo not drawn) | -5 | 91* | -18 | 14 | -23 | i | 21 | 1.8 | 3.9 |
| 32 | Cc1ccc(NC(=O)CCn2cc(C(F)(F)F)ccc2=O)cc1 | -27 | -5 | 3 | -1 | -4 | 0.23 | 18 | 1.8 | 0.6 |
| 33 | C=CCN1C(=NC(=O)CCC)SC2CS(=O)(=O)CC21 (stereo not drawn) | -5[20 µM] | -2 | 6 | -1 | -16 | -0.38 | 28 | 0.0 | -0.8 |
| 34 | CC1CN(C(=O)N[C@@H](Cc2ccccc2)C(=O)O)CC(C)O1 (stereo partly drawn) | -24 | -24 | 3 | -8 | 11 | 0.48 | 6 | -0.3 | 1.7 |
| 35 | CC(C)(C)NC(=O)COC(=O)c1ccccc1NC(=O)c1ccco1 | -3 | 6 | 8 | 11 | 14 | 1.1 | -24 | 0.0 | 1.2 |
| 36 | COc1ccc(CN2CCC(CO)(Cc3ccccc3)CC2)cc1Cn1cccn1 | -30 | -4 | 0 | 0 | 4 | 0.14 | 23 | 0.6 | -0.3 |
| 37 | COc1cccc(C(=O)N2CCN(Cc3nc(CC4CC4)no3)CC2)c1 | -15 | -8 | -4 | -10 | 4 | -0.043 | -2 | 0.4 | 1.5 |
| 38 | CCCC(N)CCCCCC(=O)O (stereo not drawn) | -19 | -19 | 3 | -4 | -1 | 0.17 | 25 | 0.0 | 0.7 |
| 39 | O=C(O)CCCn1nc(-c2ccccc2)c2ccccc21 | -27 | -7 | 5 | -6 | -13 | -2 | 26 | -0.3 | 2.1 |
| 40 | CC(OC(=O)c1cc(-c2cccnc2)nc2ccccc12)C(=O)Nc1ccc2ccccc2c1 (stereo not drawn) | -4 | -67 | -2 | -9 | -17 | -0.8 | 23 | -0.5 | 0.2 |
| 41 | CN1CCN(NC(=O)c2ccc(COc3ccccc3Br)o2)CC1 | -28 | 0 | -1 | -3 | -26 | -0.34 | -2 | 1.0 | -0.7 |
| 42 | COc1ccccc1-n1c(C)cc(SC)c(C(C)=O)c1=S | -13[20 µM] | -17 | -19 | 10 | -1 | -0.033 | -8 | 0.4 | -0.9 |
| 43 | Cc1ncn(C23CC4CC(CC(O)(C4)C2)C3)n1 | -14 | -14 | 1 | -3 | 2 | · | 14 | 0.6 | 0.0 |
| 44 | c1ccc2c(c1)[nH]c1c(N3CCC4(CC3)OCCO4)ncnc12 | -2[20 µM] | -25 | -35 | -1 | -78 | · | 21 | 3.1 | 6.5 |
| 45 | O=C(CSc1ccsc1[N+](=O)[O-])N1CCN(c2ccccn2)CC1 | -5 | 2 | -5 | -4 | 15 | -0.38 | -5 | 0.6 | 0.9 |
| 46 | O=C(CCNC(=O)Cn1ccc2ccccc2c1=O)NCCN1CCN(c2ccccc2F)CC1 | -29[20 µM] | · | -6 | · | · | 0.0089 | · | -0.5 | 0.1 |
| 47 | O=C(O)c1ccc(N2CCCC2=O)cc1 | -5 | -15 | 9 | 5 | -5 | -0.2 | 7 | 0.3 | -0.2 |
| 48 | COc1ccc(CNC(=O)c2cnc3n(c2=O)CCS3)cc1 | -9 | -10 | 1 | -2 | -10 | 0.061 | 32 | 0.1 | 2.3 |
| 49 | O=S(=O)(Nc1cccc(-c2cn3c(n2)SCC3)c1)c1cccs1 | -20 | 7 | -3 | 0 | -10 | -0.89 | 8 | 2.5 | 4.1 |
| 50 | C=CCn1c(=O)/c(=C/c2ccc(C)o2)s/c1=C(/C#N)C(=O)c1ccccc1 | -19 | 16 | -7 | 5 | -17 | -0.46 | 7 | 2.5 | 2.7 |
| 51 | CCOC(=O)C(Sc1cc(-c2ccccc2)nc2ncnn12)C(C)=O (stereo not drawn) | -2 | -4 | -5 | -6 | -4 | -0.16 | 4 | 1.6 | 3.9 |
| 52 | Cc1cc(C)n(-c2ccc(C(=O)NCc3ccc4c(c3)OCO4)cc2)n1 | -20 | -8 | -3 | 0 | -9 | -0.0025 | -2 | 0.4 | -1.0 |
| 53 | Clc1ccc(-n2nnnc2SCc2c(-c3ccccc3)nc3sccn23)cc1 | -26 | -15 | -4 | 1 | -41 | 0.93 | 18 | 0.3 | 0.7 |

Screening data: PubChem BioAssay, several laboratories
